Assay outcomes as filed in PubChem BioAssay.
Pf apPOL inh – Pf-apPOL DNA polymerase inhibition. hit rate 0.25% among 210,000. Recombinant Pf-apPOL, molecular beacon fluorescence, 1.5 h. inhibition, % at 10 µM
mHTT CaM bind – disrupts binding of mutant huntingtin to calmodulin. P42858. AlphaScreen His-mHTT/GST-CaM binding, luminescence. inhibition, % at 15 µM. hit rate 3.6% among 190,000;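 also: 0% = both proteins with DMSO and 100% = one protein alone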
Target sequence (P42858 whole entry, looked up, stated change not applied): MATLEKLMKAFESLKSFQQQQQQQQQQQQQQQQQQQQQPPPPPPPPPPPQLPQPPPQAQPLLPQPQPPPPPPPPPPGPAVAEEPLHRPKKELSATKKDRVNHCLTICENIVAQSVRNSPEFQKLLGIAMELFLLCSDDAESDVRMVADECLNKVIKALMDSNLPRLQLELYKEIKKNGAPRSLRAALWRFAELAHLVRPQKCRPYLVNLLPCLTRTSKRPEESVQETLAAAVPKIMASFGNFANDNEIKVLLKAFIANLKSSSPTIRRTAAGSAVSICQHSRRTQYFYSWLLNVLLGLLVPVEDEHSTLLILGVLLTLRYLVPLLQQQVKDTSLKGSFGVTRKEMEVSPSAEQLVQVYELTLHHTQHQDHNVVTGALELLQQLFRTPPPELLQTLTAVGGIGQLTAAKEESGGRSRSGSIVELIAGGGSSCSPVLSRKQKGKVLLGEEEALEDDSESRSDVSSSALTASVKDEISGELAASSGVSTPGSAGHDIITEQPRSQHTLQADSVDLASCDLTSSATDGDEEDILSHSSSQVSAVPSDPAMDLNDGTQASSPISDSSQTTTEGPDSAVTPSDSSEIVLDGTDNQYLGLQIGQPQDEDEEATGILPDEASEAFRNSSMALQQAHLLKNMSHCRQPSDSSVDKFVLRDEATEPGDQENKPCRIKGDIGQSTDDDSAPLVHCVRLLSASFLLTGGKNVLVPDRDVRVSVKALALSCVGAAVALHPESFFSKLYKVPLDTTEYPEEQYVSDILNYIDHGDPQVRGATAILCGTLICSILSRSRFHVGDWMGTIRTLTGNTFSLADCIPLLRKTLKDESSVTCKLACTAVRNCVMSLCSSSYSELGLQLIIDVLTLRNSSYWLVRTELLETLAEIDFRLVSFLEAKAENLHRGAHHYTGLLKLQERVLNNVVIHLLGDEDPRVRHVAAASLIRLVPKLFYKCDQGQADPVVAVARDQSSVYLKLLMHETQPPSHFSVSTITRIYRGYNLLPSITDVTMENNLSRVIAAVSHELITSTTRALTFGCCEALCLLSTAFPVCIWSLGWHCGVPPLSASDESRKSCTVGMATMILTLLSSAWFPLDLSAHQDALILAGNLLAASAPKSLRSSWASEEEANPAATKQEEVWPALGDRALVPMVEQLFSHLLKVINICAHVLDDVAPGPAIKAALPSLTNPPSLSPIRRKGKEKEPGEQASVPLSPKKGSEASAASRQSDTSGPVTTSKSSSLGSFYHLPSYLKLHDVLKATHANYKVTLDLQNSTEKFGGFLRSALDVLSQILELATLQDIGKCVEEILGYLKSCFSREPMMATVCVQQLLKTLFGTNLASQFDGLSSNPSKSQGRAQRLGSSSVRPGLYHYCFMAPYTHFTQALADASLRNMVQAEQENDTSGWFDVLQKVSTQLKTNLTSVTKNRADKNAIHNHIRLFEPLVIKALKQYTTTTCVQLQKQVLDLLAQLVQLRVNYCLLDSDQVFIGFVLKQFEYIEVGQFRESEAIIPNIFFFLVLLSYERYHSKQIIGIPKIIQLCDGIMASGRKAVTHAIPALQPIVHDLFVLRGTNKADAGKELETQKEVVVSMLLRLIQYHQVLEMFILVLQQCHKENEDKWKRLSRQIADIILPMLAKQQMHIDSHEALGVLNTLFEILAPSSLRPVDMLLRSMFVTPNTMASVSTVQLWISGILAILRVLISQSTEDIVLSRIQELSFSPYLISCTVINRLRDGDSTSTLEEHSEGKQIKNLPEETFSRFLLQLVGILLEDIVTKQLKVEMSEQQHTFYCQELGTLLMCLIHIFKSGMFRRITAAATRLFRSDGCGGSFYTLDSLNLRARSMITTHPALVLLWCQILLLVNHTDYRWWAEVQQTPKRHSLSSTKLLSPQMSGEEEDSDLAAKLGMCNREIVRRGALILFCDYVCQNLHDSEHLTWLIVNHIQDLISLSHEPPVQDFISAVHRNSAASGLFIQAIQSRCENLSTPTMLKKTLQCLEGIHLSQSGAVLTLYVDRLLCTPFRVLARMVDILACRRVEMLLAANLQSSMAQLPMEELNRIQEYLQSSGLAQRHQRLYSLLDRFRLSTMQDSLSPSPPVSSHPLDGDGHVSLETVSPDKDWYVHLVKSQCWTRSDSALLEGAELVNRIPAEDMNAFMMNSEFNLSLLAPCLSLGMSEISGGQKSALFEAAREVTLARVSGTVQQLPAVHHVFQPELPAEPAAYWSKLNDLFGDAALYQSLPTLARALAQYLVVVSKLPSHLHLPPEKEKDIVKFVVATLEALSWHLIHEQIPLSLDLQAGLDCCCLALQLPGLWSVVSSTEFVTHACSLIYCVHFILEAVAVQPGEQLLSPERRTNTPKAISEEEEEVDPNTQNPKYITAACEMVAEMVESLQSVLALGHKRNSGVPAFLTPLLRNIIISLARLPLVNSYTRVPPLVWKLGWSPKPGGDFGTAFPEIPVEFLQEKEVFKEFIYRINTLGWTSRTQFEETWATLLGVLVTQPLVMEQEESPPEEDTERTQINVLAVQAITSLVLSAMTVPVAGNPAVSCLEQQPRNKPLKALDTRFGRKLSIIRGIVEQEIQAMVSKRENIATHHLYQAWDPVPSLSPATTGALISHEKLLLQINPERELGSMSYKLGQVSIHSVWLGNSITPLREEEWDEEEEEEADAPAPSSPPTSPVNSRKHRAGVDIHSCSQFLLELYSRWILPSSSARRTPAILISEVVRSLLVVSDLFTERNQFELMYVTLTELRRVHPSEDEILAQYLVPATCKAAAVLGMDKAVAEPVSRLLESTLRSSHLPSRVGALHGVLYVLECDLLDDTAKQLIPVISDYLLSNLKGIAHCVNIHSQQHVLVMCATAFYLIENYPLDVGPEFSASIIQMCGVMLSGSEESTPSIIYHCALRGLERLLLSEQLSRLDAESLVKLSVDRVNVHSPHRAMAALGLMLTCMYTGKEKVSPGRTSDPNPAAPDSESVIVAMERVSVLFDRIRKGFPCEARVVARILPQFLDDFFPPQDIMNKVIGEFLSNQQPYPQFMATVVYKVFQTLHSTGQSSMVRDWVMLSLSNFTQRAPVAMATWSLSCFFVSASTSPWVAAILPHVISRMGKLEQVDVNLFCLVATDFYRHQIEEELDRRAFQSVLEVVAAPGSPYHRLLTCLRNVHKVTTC
Active calls of the source: *; & = joins results of further samples. Rule as the data show it: active = inhibition above about 50%; inactive = the rest.

What do the screens show for `COc1ccc(-c2cnc(SCC(=O)Nc3nccs3)n2CC(C)C)cc1`?
Pf apPOL inh: 1; mHTT CaM bind: 29

How did O=C(NCCc1ccccc1)N1CCCn2nc(-c3cccnc3)cc2C1 do in these assays?
Pf apPOL inh: 0; mHTT CaM bind: 18

How did O=C(CSc1nnc(-c2ccccc2)o1)N1c2ccccc2CCc2ccccc21 do in these assays?
Pf apPOL inh: -2; mHTT CaM bind: 4

Results for CNC(=O)c1cccnc1N1CCOCC1 ?
Pf apPOL inh: -5; mHTT CaM bind: -5

How did COc1ccc(/C=C2/C(=O)N(c3cccc(Cl)c3)N=C2C)cc1Br do in these assays?
Pf apPOL inh: 1; mHTT CaM bind: 13

What do the screens show for `COc1ccc(C(=O)c2oc3ccccc3c2NC(=O)c2ccco2)cc1`?
Pf apPOL inh: 4; mHTT CaM bind: -17

What do the screens show for `CC1CCN(Cc2c(O)ccc3c2OC(=Cc2ccco2)C3=O)CC1`?
Pf apPOL inh: -1; mHTT CaM bind: 10

How did CCC(=O)N1N=C(c2cccc(NS(=O)(=O)c3ccccc3)c2)CC1c1cccs1 (configuration not stated) do in these assays?
Pf apPOL inh: 0; mHTT CaM bind: 8

Results for O=C(COc1ccccc1)NCCSc1ncc(-c2ccccc2)[nH]1 ?
Pf apPOL inh: -5; mHTT CaM bind: 6

How did CCOc1ccc(CCNC(=O)Cn2cc3c(n2)CCCCC3)cc1 do in these assays?
Pf apPOL inh: -2; mHTT CaM bind: -9

What do the screens show for `CC1=C(C(N)=O)C(c2cccc(O)c2)n2nc(SCc3ccccc3F)nc2N1` (configuration not stated)?
Pf apPOL inh: -2; mHTT CaM bind: 6

How did O=S(=O)(c1ccccc1S(=O)(=O)N1CCc2ccccc21)N1CCc2ccccc21 do in these assays?
Pf apPOL inh: 0; mHTT CaM bind: 4

What do the screens show for `CC1=CC(C)(C)N(C(O)C(Cl)(Cl)Cl)c2ccccc21` (configuration not stated)?
Pf apPOL inh: -6; mHTT CaM bind: 22

Results for CC(=O)N1N=C(c2ccc(C)cc2)OC1c1ccc(C)cc1 (configuration not stated) ?
Pf apPOL inh: 41; mHTT CaM bind: 8

What do the screens show for `C=CCn1c(C(C)C)nc2ccccc21`?
Pf apPOL inh: -13; mHTT CaM bind: -1

Results for O=C(NCc1ccncc1)C1CCCN(c2nnc3c(Cl)cccn23)C1 (configuration not stated) ?
Pf apPOL inh: -2; mHTT CaM bind: 5

What do the screens show for `COCCN1C(=O)C(=O)C(=C(O)c2ccc(Cl)cc2)C1c1cc(OC)c(OC)c(OC)c1` (configuration not stated)?
Pf apPOL inh: -4; mHTT CaM bind: 3

Results for CCOCCCNC(=O)c1ccc2c(c1)ncn2-c1ccc(CC)cc1 ?
Pf apPOL inh: 38; mHTT CaM bind: 14

How did Cc1noc(C)c1C1CCCN1C(=O)c1cc(C(C)C)on1 (configuration not stated) do in these assays?
Pf apPOL inh: 1; mHTT CaM bind: -8

Results for COCC(C)Nc1nc(C=Cc2ccccc2)c([N+](=O)[O-])c(N2CCOCC2)n1 (configuration not stated) ?
Pf apPOL inh: -4; mHTT CaM bind: 13

How did COc1ccc(C2C(C#N)=C(N)Oc3n[nH]c(C)c32)cc1COc1ccccc1[N+](=O)[O-] (configuration not stated) do in these assays?
Pf apPOL inh: -3; mHTT CaM bind: 33

What do the screens show for `Cc1oc(C2CCN(C(=O)C3CC3)CC2)nc1C(=O)N(C)C`?
Pf apPOL inh: -2; mHTT CaM bind: -14

How did Cc1cc(C2CCCN2C(=O)c2cc(-c3ccco3)on2)on1 (configuration not stated) do in these assays?
Pf apPOL inh: 0; mHTT CaM bind: -3

Results for Cc1ccc(NC(=O)c2cnn3c(C(F)(F)F)cc(-c4ccco4)nc23)cc1 ?
Pf apPOL inh: -3; mHTT CaM bind: -8

How did CCN1C(=O)Cc2ccccc2C1C(=O)NCc1ccccc1Br (configuration not stated) do in these assays?
Pf apPOL inh: -1; mHTT CaM bind: -5

Results for O=C(CCc1nnc(NC(=O)c2ccc([N+](=O)[O-])cc2Cl)s1)c1ccccc1 ?
Pf apPOL inh: -6; mHTT CaM bind: -4

Results for Cc1cc(C)cc(NC(=O)C2CC3CCC2C3)c1 (configuration not stated) ?
Pf apPOL inh: -2; mHTT CaM bind: -11

What do the screens show for `O=C1C(c2ccncc2)N(CCCc2ccccc2)C(=O)CN1c1ccccc1` (configuration not stated)?
Pf apPOL inh: -7; mHTT CaM bind: -2

Results for COc1ccc(C(=O)N2CCCN(c3ncccc3-c3nc(C(C)C)no3)CC2)c(C)c1 ?
Pf apPOL inh: -5; mHTT CaM bind: 7

What do the screens show for `CCn1nc(C)c(Br)c1-c1nc(CS(=O)(=O)c2ccsc2)no1`?
Pf apPOL inh: 12

Results for CC(C)(C)C(=O)NC1CCN(C(=O)c2ccc(F)cc2)C1 (configuration not stated) ?
Pf apPOL inh: 4; mHTT CaM bind: 3

How did O=[N+]([O-])c1ccc2[nH]c3ccccc3c2c1 do in these assays?
Pf apPOL inh: -2; mHTT CaM bind: 5

Results for N#Cc1cnc2ccccc2c1N1CCC(C(=O)NCc2ccccc2)CC1 ?
Pf apPOL inh: 4; mHTT CaM bind: -4

How did Cc1ncc(CO)c2cc(-c3nnc(Nc4ccc(C(C)C)cc4)s3)c(=O)oc12 do in these assays?
Pf apPOL inh: -4; mHTT CaM bind: -1

What do the screens show for `CC(CCc1ccccc1)NCC(O)c1cccc([N+](=O)[O-])c1` (configuration not stated)?
Pf apPOL inh: 5; mHTT CaM bind: -10

Results for Cc1cccc(C(=O)Nc2ccc(S(=O)(=O)Nc3c(C)cc(C)cc3C)cc2)c1 ?
Pf apPOL inh: -2; mHTT CaM bind: 4

What do the screens show for `COc1ccc(-c2nc(COc3ccccc3Cl)no2)cc1`?
Pf apPOL inh: 2; mHTT CaM bind: -16

How did Cc1ccc(NC(=O)N2CCCC(CCC(=O)NCc3ccc(C)c(C)c3)C2)cc1 (configuration not stated) do in these assays?
Pf apPOL inh: -12; mHTT CaM bind: 1

How did CC(C)(C)C(=O)N1CCCC2(CC(c3ccc(Cl)cc3)=CO2)C1 (configuration not stated) do in these assays?
Pf apPOL inh: -8; mHTT CaM bind: -13

Results for CC1CCc2onc(C(=O)N3CCN(C4CCCCC4)CC3)c2C1 (configuration not stated) ?
Pf apPOL inh: -2; mHTT CaM bind: 4

What do the screens show for `CC(C)C[C@@H](COc1ccccc1)N1CCN(C)CCC1=O`?
Pf apPOL inh: -1; mHTT CaM bind: 0

How did COc1ccc([N+](=O)[O-])cc1NC(=O)c1c(Br)cnn1C do in these assays?
Pf apPOL inh: -4; mHTT CaM bind: -6

How did COc1ccc(-c2ncc3c(n2)CCN(C(=O)Nc2ccc(C)cc2C)C3)cc1 do in these assays?
Pf apPOL inh: 2; mHTT CaM bind: -11

How did CN1c2ccccc2-c2ccccc2S1(=O)=O do in these assays?
Pf apPOL inh: 8; mHTT CaM bind: -5

What do the screens show for `COc1ccccc1C1C(C#N)=C(N)Oc2c1oc(CO)cc2=O` (configuration not stated)?
Pf apPOL inh: 0; mHTT CaM bind: 2

What do the screens show for `O=C(COc1ccc(Cl)cc1Cl)Nc1ccc(NC(=O)c2ccco2)cc1`?
Pf apPOL inh: -2; mHTT CaM bind: 2

Results for COc1cccc(C2=NOC(C(=O)N3CCc4ccccc4C3)C2)c1 (configuration not stated) ?
Pf apPOL inh: -5; mHTT CaM bind: -17

How did CCOc1ccc(C2CC(c3ccccc3Cl)Nc3ncnn32)cc1 (configuration not stated) do in these assays?
Pf apPOL inh: 2; mHTT CaM bind: -5

How did COc1ccccc1-n1nnc(C(=O)NCc2cccs2)c1N do in these assays?
Pf apPOL inh: -2; mHTT CaM bind: -6

What do the screens show for `CC1CCCN(C(=O)Cc2ccccc2)C1` (configuration not stated)?
Pf apPOL inh: -6; mHTT CaM bind: 0

Results for Cc1ccccc1CC(=O)N1CCc2cn(C)c3cccc(c23)C1 ?
Pf apPOL inh: -2; mHTT CaM bind: 42

What do the screens show for `Cc1cccc(NC(=O)c2cnn3cccnc23)c1C`?
Pf apPOL inh: 0; mHTT CaM bind: 6

How did CCN(C(=O)CSc1nc2nc(C)cc(C)n2n1)c1ccccc1 do in these assays?
Pf apPOL inh: -12; mHTT CaM bind: -1

What do the screens show for `O=C1NN(c2ccccc2)C(=O)/C1=C/c1ccccc1OCc1c(F)cccc1Cl`?
Pf apPOL inh: 3; mHTT CaM bind: 2

What do the screens show for `CCNC(=O)c1nnn(-c2cc(C(F)(F)F)ccc2Cl)c1-c1cccnc1`?
Pf apPOL inh: -2; mHTT CaM bind: 0

Results for O=C(O)CCN1C(=O)c2ccc(C(=O)c3ccc(C(=O)O)cc3)cc2C1=O ?
Pf apPOL inh: 3; mHTT CaM bind: 1

What do the screens show for `Cc1ccc(N2C(=O)CSC23CCCCC3)cc1C`?
Pf apPOL inh: -8

What do the screens show for `Cc1oc(C2CCN(C(=O)c3ccc(C(C)C)cc3)CC2)nc1C(=O)N1CCCC1`?
Pf apPOL inh: 1; mHTT CaM bind: 7

What do the screens show for `Cc1ccc(C(=O)N2CCc3sc(C(=O)NCc4ccc(N(C)C)cc4)cc3C2)cc1`?
Pf apPOL inh: -8; mHTT CaM bind: 15

What do the screens show for `O=C(CSc1nc2ccccc2[nH]1)Nc1ncccn1`?
Pf apPOL inh: -1&2; mHTT CaM bind: -1&-2

Results for Cc1ccc(C(=O)N2CCN(C(C(=O)N3CCCC3)C3CCCC3)CC2)cc1 (configuration not stated) ?
Pf apPOL inh: -4; mHTT CaM bind: 10

How did O=C(CSc1nnc(-c2ccncc2)o1)N1CCc2ccccc21 do in these assays?
Pf apPOL inh: -6

What do the screens show for `CC(C)(C)c1ccc(/C=C2/N=C(c3ccccc3[N+](=O)[O-])OC2=O)cc1`?
Pf apPOL inh: -1; mHTT CaM bind: 6

Results for CC(=O)C1=C(C)NC(SCC(=O)c2ccc(C)cc2)=C(C#N)C1c1ccco1 (configuration not stated) ?
Pf apPOL inh: -3; mHTT CaM bind: -12

Results for O=C(CCCn1cnc([N+](=O)[O-])n1)Nc1ccc(Cl)cc1Cl ?
Pf apPOL inh: -7; mHTT CaM bind: -4

How did COc1ccccc1C1=NN(C(=O)CN2CCC(C)CC2)C(c2ccc(C)cc2)C1 (configuration not stated) do in these assays?
Pf apPOL inh: -4; mHTT CaM bind: 13

How did CCC(=O)Nc1c2c(nn1-c1ccc(Cl)cc1)CS(=O)(=O)C2 do in these assays?
Pf apPOL inh: -4; mHTT CaM bind: 3

What do the screens show for `CC1=NCCN1S(=O)(=O)c1ccc(C)c(C)c1`?
Pf apPOL inh: 4; mHTT CaM bind: -2

What do the screens show for `Cc1ccc2c(NCc3ccc(F)cc3)c(-c3nc(C(C)C)no3)cnc2n1`?
Pf apPOL inh: -7; mHTT CaM bind: -6

What do the screens show for `CC(Oc1ccccc1)C(=O)NCC1CCN(C(=O)NC(C)(C)C)CC1` (configuration not stated)?
Pf apPOL inh: 0; mHTT CaM bind: -3

Results for O=C1CCCC2=C1C(c1ccc([N+](=O)[O-])cc1)n1nc(SCc3ccccc3)nc1N2 (configuration not stated) ?
Pf apPOL inh: -4; mHTT CaM bind: -4

Results for Cc1cccc2oc(-c3cccc(NC(=O)c4ccccc4I)c3)nc12 ?
Pf apPOL inh: -3; mHTT CaM bind: -6

How did CCOc1nccnc1N1CCC(NS(=O)(=O)c2cn(C)cn2)C1 (configuration not stated) do in these assays?
Pf apPOL inh: 5; mHTT CaM bind: 5

Results for COc1ccc(Cc2nnc(-n3cccc3)s2)cc1 ?
Pf apPOL inh: 0; mHTT CaM bind: -5

The list is partial, so the mix of outcomes need not match the whole.
